Tb PGK inh – blocks T. brucei phosphoglycerate kinase; P07378; PGK/GAPDH coupled, Kinase-Glo luminescence, 60 min; Potency, µM (doses to about 57.5 µM), for the others: at the highest dose activity change, negative = inhibition, most hits filed as inhibitors; 380,000 tested, 0.043% active; AID 602233; note: potency is the fitted concentration of half-maximal effect; % is set by controls: 0 for no effect and ±100 for the full control effect; nearly all actives have a fitted effect of over 60% in size
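Luminescent ATP detection (Kinase-Glo Plus) follows a 60-minute room-temperature incubation, with wells lacking PGK as controls. Buffer: 100 mM TEA (pH 7.6), 5 mM MgCl2, 0.01% Tween-20. Coupling enzyme GAPDH (100 nM final) supplies unstable 1,3-BPG in-well.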
POLH inh – inhibitors of human DNA polymerase eta; Q9Y253; recombinant Pol eta, fluorescent DNA replication assay; Potency, µM (doses to about 114 µM), without a hit: at the highest dose activity change, negative = inhibition, usual class: inhibitors; 390,000 tested, 1.2% active; AID 588591; note: potency is the fitted concentration of half-maximal effect; % is set by controls: 0 for no effect and ±100 for the full control effect
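Fluorescent replication assay: 50 nM final substrate added after a 15 min room-temperature compound preincubation with 10 nM enzyme. Signal taken at 0 min and again at 10 min.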
G9a inh – inhibitors of human histone lysine methyltransferase G9a. Q96KQ7. G9a H3K9 monomethylation, AlphaScreen, 2 h. Potency, µM (highest dose often 102 µM), for inactives: at the top dose activity, negative = inhibition, usual class: inhibitors. 350,000 tested, 8.8% active; note: potency is the fitted concentration of half-maximal effect; % is set by controls: 0 for no effect and ±100 for the full control effect; nearly all actives have a fitted effect of over 75% in size
Target sequence (Q96KQ7 913-1193 limits assumed): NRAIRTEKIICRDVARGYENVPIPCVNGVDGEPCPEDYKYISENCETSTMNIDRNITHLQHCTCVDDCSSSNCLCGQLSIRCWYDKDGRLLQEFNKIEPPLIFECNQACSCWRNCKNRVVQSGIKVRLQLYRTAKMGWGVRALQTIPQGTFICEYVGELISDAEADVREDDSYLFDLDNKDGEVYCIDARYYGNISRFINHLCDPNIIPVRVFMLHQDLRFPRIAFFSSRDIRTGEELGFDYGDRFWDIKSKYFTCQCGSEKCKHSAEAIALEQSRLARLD
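Chemiluminescent proximity detection of H3K9 monomethylation, read after 10 min bead incubation in the dark. Reaction: 20 nM G9a, 500 nM biotin-H3K9 peptide, 20 uM SAM cofactor, 2 h, room temperature, following 15 min enzyme-compound preincubation.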
PI4K2A block – inhibitors of human PI4K2A; Q9BTU6; purified PI4K2A, ADP-Glo luminescence, 1 h; hits give low values; activity change, negative = inhibition, % at 76.9 µM; AID 1346378; 420,000 tested, 0.13% active; in the data active = activity change below about -50%; inconclusive = mostly about -30% to -49%;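 note: -100% = wells without enzyme as full effect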
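Compounds are screened against recombinant PI4K2A using PI as substrate and ATP, the latter dispensed at 300 microM. Reactions run one hour at ambient temperature before ADP-Glo detection; full inhibition defined by wells lacking enzyme.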
BAZ2B inh – BAZ2B (human) inhibition | 360,000 tested, 4.4% active | Potency, µM (series often up to 114 µM), for the others: at the top dose activity change, negative = inhibition, actives largely listed as inhibitors | Q9UIF8 | AlphaScreen BAZ2B-H3K14Ac peptide displacement; note: potency is the fitted concentration of half-maximal effect; % is set by controls: 0 for no effect and ±100 for the full control effect; nearly all actives have a fitted effect of over 60% in size
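Compounds, titrated to a top concentration of 110 uM, were incubated 30 min at room temperature with preformed BAZ2B/acetyl-K14 H3 peptide complex (50 nM each). Proximity signal was measured by AlphaScreen after 20 min with beads.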
JMJD2A Tudor – blocks the human JMJD2A Tudor domain; AlphaScreen JMJD2A-Tudor / H3K4me3 peptide binding; Potency, µM (doses to about 114 µM), without a hit: at the highest dose activity change, negative = inhibition, actives largely listed as inhibitors; 390,000 tested, 4.4% active; note: potency is the fitted concentration of half-maximal effect; % is set by controls: 0 for no effect and ±100 for the full control effect; nearly all actives have a fitted effect of over 50% in size
GLS inh – blocks human kidney-isoform glutaminase activity; O94925; Potency, µM (titrated, usually from 45.5 µM), for inactives: top-dose activity change, negative = inhibition, usual class: inhibitors; GLS enzymatic activity, qHTS titration; AID 624170; 410,000 tested, 0.21% active; note: potency is the fitted concentration of half-maximal effect; % is set by controls: 0 for no effect and ±100 for the full control effect
Target sequence (O94925 whole entry, looked up, canonical isoform): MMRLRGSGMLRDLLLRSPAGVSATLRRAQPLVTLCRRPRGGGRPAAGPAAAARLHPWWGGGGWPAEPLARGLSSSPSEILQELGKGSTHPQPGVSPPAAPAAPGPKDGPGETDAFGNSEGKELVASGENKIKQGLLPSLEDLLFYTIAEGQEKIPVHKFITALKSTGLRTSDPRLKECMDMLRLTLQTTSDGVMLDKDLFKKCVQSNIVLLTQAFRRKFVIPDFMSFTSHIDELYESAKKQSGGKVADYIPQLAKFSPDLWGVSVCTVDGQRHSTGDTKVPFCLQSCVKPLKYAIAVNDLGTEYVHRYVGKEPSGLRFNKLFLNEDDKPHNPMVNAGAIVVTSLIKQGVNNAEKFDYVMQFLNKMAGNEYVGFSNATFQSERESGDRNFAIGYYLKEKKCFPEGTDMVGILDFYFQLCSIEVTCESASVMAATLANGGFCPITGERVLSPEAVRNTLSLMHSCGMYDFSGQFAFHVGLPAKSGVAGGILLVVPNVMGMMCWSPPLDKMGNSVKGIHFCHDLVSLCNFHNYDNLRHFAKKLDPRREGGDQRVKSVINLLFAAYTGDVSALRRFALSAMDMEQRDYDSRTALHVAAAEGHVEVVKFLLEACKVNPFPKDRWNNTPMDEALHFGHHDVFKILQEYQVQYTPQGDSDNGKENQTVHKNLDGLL
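Assay buffer: 45 mM KH2PO4 pH 8.2, 0.02% Tween-20. hKGA acts on L-glutamine (1 mM solution added); product glutamate is reported by an oxidase/peroxidase Amplex Red coupling, with fluorescence taken at baseline and 30 min.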
Pin1 inh – inhibitors of human Pin1; Q13526; Potency, µM (highest dose often 115 µM), without a hit: at the highest dose activity, negative = inhibition, most hits filed as inhibitors; Pin1 FP peptide displacement, HiFluor488, 10 min; AID 504891; 390,000 tested, 0.009% active; active = well fitted inhibition curve with a large enough effect in the polarisation, with a control signal flat, not every such curve was filed as active; inconclusive = small, poorly fitted or top-dose-only effect, or effect the other way, or a change in a side signal; inactive = no such curve, though single readings can be large or run the other way; the % refers to the polarisation; note: potency is the fitted concentration of half-maximal effect; % is set by controls: 0 for no effect and ±100 for the full control effect
HP1b chromo inh – blocks HP1-beta chromodomain binding to methylated histone tails; AlphaScreen HP1-beta / biotin-H3K9me3 peptide binding; Potency, µM (titrated, usually from 114 µM), inactives show top-dose activity change, negative = inhibition, most hits filed as inhibitors; 390,000 tested, 0.56% active; note: potency is the fitted concentration of half-maximal effect; nearly all actives have a fitted effect of over 70% in size; inactives centre near 23
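Compound inhibition of the preformed complex between 50 nM HP1-beta and 50 nM biotinylated H3K9me3 peptide was read by AlphaScreen. Buffer was PBS pH 7.4 with 0.01% Tween-20. Incubations ran 30 min at room temperature, with 10 ug/mL donor/acceptor beads.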
* marks the source's active call; other numbers are inactive results; i = inactive; u = inconclusive; x = no result given; [ ] = dose if it differs, or a comment. Unless noted, calls come from the whole dose curve; as a rule, active = well fitted curve in the direction sought with a large enough effect; inconclusive = small, poorly fitted or top-dose-only effect, or another doubt; inactive = no such curve, though single readings can be large; an effect the other way counts as inactive or inconclusive. Not all compounds are listed (hit frequency here may not be typical).

compound | Tb PGK inh | POLH inh | G9a inh | PI4K2A block | BAZ2B inh | JMJD2A Tudor | GLS inh | Pin1 inh | HP1b chromo inh
C/C=C(\C)C(=O)NCCN1C2=NC[C@H](Cc3ccc(O)cc3)N2C[C@H]1Cc1ccc(O)cc1 | -3% | -20% | -33%[59 µM] | 7 | u | -26% | 7% | 1% | 22%
C=CCc1c(C)[nH]c2ccc(C)cc2c1=O | -8% | 12% | 17%[12.7 µM] | -2 | 9% | -7% | 1% | -2% | 32%[activator]
COc1ccc(CCN(Cc2cccs2)S(=O)(=O)c2ccc(-n3cnnn3)cc2)cc1OC | -5% | -14% | 11% | 5 | 14% | -9% | 3% | 11% | 34%
CCCC(=O)Nc1ccc(C(=O)NNC(=O)c2cccs2)cc1 | -4% | 4% | -15%[0.501 µM] | 0 | -3% | -9% | 12% | -7% | 13%
CCCCOC(=O)c1ccc(NC(=O)COC(=O)C2CSC3(C)CCC(=O)N23)cc1 (centres undefined) | i | -21% | u | -6 | -3% | -10% | -19% | -6% | 22%
COc1cc(C=O)ccc1OCC(=O)Nc1ccc2c(c1)OCO2 | -6% | 9% | 56%[activator] | -4 | 2% | -5% | 3% | -4% | 15%
Cc1c(Cl)cccc1NC(=O)CCCCCN1C(=O)CCC1=O | i | -8% | -6%[12.7 µM] | 0 | 13% | 10% | 6% | -1% | 34%[activator]
O=C(c1cccc(S(=O)(=O)Nc2ccccc2Cl)c1)N1CCN(C(=O)c2ccco2)CC1 | 6% | -5% | u | 1 | -3% | -14% | 2% | -2% | 39%
O=C(COC(=O)CNC(=O)c1ccccc1)Nc1ccc(S(=O)(=O)N2CCCC2)cc1 | -10% | -1% | 6% | -6 | x | -2% | -4% | 0% | 12%
N#CC12COC3(CCCCC3C1(C#N)C#N)OC2=N (centres undefined) | -2% | 8% | u | -1 | -17% | -11% | -6% | u | 32%
COc1cccc(Cl)c1NC(=O)N1CCN(c2ccnc3cc(Cl)ccc23)CC1 | -1% | -22% | 2% | 1 | -7% | -13% | -9% | 12% | 45%[activator]
CC(=O)Nc1cccc(OCC(=O)Nc2ccccc2)c1 | -5% | -8% | -2%[59 µM] | 1 | 24% | -4% | 4% | -8% | 15%
CCS(=O)(=O)N1CCN(c2ccc(C(=O)NC3C4CC5CC(C4)CC3C5)cc2[N+](=O)[O-])CC1 (centres undefined) | -4% | -19% | u | -9 | -20% | -8% | -11% | 1% | 3%
CC1CC(C)CN(CCCNC(=O)Cc2c(C(=O)O)[nH]c3ccccc23)C1 (centres undefined) | -3% | -12% | -35%[59 µM] | -5 | 5% | 6% | 1% | 24% | 33%
COc1ccc(S(=O)(=O)N2CCN(CC(=O)Nc3ccccc3Cl)CC2)cc1 | -7% | -23% | 43% | -3 | -10% | -6% | 0% | -5% | 23%
Cc1ccc2nc(CSc3nnc(NC(=O)c4cccc(Br)c4)s3)cc(=O)n2c1 | -9% | -12% | -5%[59 µM] | -4 | -3% | -18% | 8% | 7% | 19%[57 µM]
COC(c1ccccc1)c1nnc(CCC(=O)NCCc2ccc(Cl)cc2)o1 (centres undefined) | -4% | 0% | x | 1 | 8% | 6% | -1% | 3% | 11%
Cc1ccc(S(=O)(=O)N2CCOCC2)cc1C(=O)N1CCN(c2ncccn2)CC1 | 2% | -2% | u | 4 | -2% | 3% | 8% | -2% | 22%
COc1cccc(/C=N/NC(=O)C(=O)N2CCCC2)c1O | -3%[11.5 µM] | 2% | u | 0 | 16µM* | 79µM* | 19% | 2% | 31%[activator]
COc1cc2ccccc2cc1C(=O)N/N=C/c1cccs1 | 4% | 0% | x | 0 | x | x | 1% | x | x
Cc1cccc(NC(=O)c2ccc3c(c2)OCCO3)c1 | -25% | -17% | 3% | u | -3% | -4% | -13% | -3% | -14%
CNc1nc(N)c([N+](=O)[O-])c(NCCO)n1 | -3% | -13% | -7% | 2 | 11% | -8% | 10% | -8% | 6%
C[C@@H]1Cn2cnc(C(=O)NCC(=O)OC(C)(C)C)c2C(=O)N1 | 10% | -8% | x | -2 | x | x | -1% | x | x
CCCc1cc(C(=O)N2CCN(c3ccc(C(F)(F)F)cn3)CC2)sc1C | -10% | -20% | 28% | 2 | 27% | 27% | 1% | -14% | 37%[activator][57 µM]
COc1ccc(-c2nn(CC(=O)Nc3ccccc3F)c3c2cnc2ccc(F)cc23)cc1 | -5% | -16% | 6%[59 µM] | 5 | 0% | -8% | -4% | -2% | 51%[activator]
CN(C)c1ccc(C#Cc2ccc3cc(CCCO)oc(=O)c3c2)cc1 | -1% | -7% | 7%[0.501 µM] | -4 | 13% | -8% | 1% | 4% | 43%[activator]
C/C(CC(=O)Nc1ccc(N(C)C)cc1)=N\NC(=O)c1ccc([N+](=O)[O-])cc1Cl | -6% | -6% | 45µM* | -7 | u | u | u | 2% | u
Cc1c(Cl)c([N+](=O)[O-])nn1CC(=O)Nc1c(C)n(C)n(-c2ccccc2)c1=O | -11% | -16% | -11% | 0 | 8% | 1% | 5% | 0% | 25%
COC(=O)C1(C)NC(c2ccco2)C2C(=O)N(c3ccc(C)cc3)C(=O)C21 (centres undefined) | 0% | -9% | -14%[59 µM] | 3 | 4% | -21% | -1% | -8% | 25%
Cc1cc(S(=O)(=O)N2CCN(c3ncccn3)CC2)ccc1-n1cnnn1 | -8% | 4% | u | -1 | -5% | -9% | 10% | -1% | 35%[activator]
CC(C(=O)NCc1ccccc1)N1CCN(c2ccc(F)cc2)CC1 (centres undefined) | -2% | -1% | 3%[2.33 µM] | 1 | 0% | -16% | 26% | -4% | 29%
O=C(O)CCN1C(=O)C2C3c4ccccc4C(c4ccccc43)[C@@H]2C1=O (some centres undefined) | -1% | 4% | u | 1 | -18% | -24% | 7% | 4% | 30%
CNc1nc(Nc2ccccc2)nc(OCC(F)(F)F)n1 | -4% | -6% | -2%[59 µM] | 1 | 1% | -2% | 0% | 1% | 31%
CCCCc1cc(=O)oc2cc(C)cc(OC(C)C(=O)O)c12 (centres undefined) | -5% | -14% | -3%[12.7 µM] | -3 | 4% | -23% | -7% | 1% | 16%
Cc1nc2ccccc2nc(C)c1=NOCc1ccccc1Cl | i | -8% | 20% | 4 | 0% | 6% | 1% | -3% | 55%[activator]
Cc1c(/C=C(\C#N)C(=O)NCc2ccccc2)cc(C#N)n1C | 0% | 10% | 15% | -2 | 7% | -13% | -7% | 6% | 8%
Cc1ccccc1C(=O)N1CCC(C(=O)NC2CCCCC2)CC1 | -6% | -14% | 33% | 7 | -2% | -1% | -13% | -3% | 21%
Cc1ccc(-c2nnnn2-c2ccc(C)cc2)cc1 | 2% | -24% | 8%[59 µM] | 4 | 4% | u | 0% | 8% | -6%
CCn1ncc2c1C(=O)NC1c3ccccc3C(=O)N21 (centres undefined) | -7% | -14% | 9% | -9 | 4% | 3% | -2% | 0% | 32%
COc1ccc(-c2csc(NC(=O)CCCc3cccs3)n2)cc1 | -3% | -2% | 18%[59 µM] | 2 | -8% | -25% | 7% | 8% | 11%
Cc1ccc(CN2CCC(n3nccc3NC(=O)c3ccccc3C)CC2)o1 | -6% | -12% | x | 0 | u | -25% | 3% | 0% | -1%
COC(=O)c1ccc(C(=O)OC)c(NC(=O)C2CC2)c1 | 0% | -11% | 3%[59 µM] | 1 | 4% | -11% | 14% | -1% | 25%
Cn1cccc1C(=O)OCc1ccc(C(C)(C)C)cc1 | -8% | -14% | 32% | -2 | 11% | -7% | -4% | -6% | 31%
CC(=O)Nc1ccc(NC(=O)CCCN2C(=O)c3ccccc3C2=O)cc1 | 5% | -7% | -23% | -23 | -27% | -5% | 5% | 3% | 30%
O=C(NCCCN1CCCC1=O)NC12CC3CC(CC(C3)C1)C2 | i | -10% | 12%[12.7 µM] | 3 | 0% | -9% | 3% | -6% | 29%
NC1(CO)COC(c2ccccc2)OC1 (centres undefined) | 7% | -3% | x | -5 | x | x | -13% | x | x

Some of these compounds in order of number of heavy atoms, descending.
compound | Tb PGK inh | POLH inh | G9a inh | PI4K2A block | BAZ2B inh | JMJD2A Tudor | GLS inh | Pin1 inh | HP1b chromo inh
Cc1ccc(CN2CCC(n3nccc3NC(=O)c3ccccc3C)CC2)o1 | -6% | -12% | x | 0 | u | -25% | 3% | 0% | -1%
CC(=O)Nc1ccc(NC(=O)CCCN2C(=O)c3ccccc3C2=O)cc1 | 5% | -7% | -23% | -23 | -27% | -5% | 5% | 3% | 30%
CC(C(=O)NCc1ccccc1)N1CCN(c2ccc(F)cc2)CC1 (centres undefined) | -2% | -1% | 3%[2.33 µM] | 1 | 0% | -16% | 26% | -4% | 29%
Cc1ccccc1C(=O)N1CCC(C(=O)NC2CCCCC2)CC1 | -6% | -14% | 33% | 7 | -2% | -1% | -13% | -3% | 21%
Cc1c(/C=C(\C#N)C(=O)NCc2ccccc2)cc(C#N)n1C | 0% | 10% | 15% | -2 | 7% | -13% | -7% | 6% | 8%
CNc1nc(Nc2ccccc2)nc(OCC(F)(F)F)n1 | -4% | -6% | -2%[59 µM] | 1 | 1% | -2% | 0% | 1% | 31%
Cn1cccc1C(=O)OCc1ccc(C(C)(C)C)cc1 | -8% | -14% | 32% | -2 | 11% | -7% | -4% | -6% | 31%
Cc1ccc(-c2nnnn2-c2ccc(C)cc2)cc1 | 2% | -24% | 8%[59 µM] | 4 | 4% | u | 0% | 8% | -6%
NC1(CO)COC(c2ccccc2)OC1 (centres undefined) | 7% | -3% | x | -5 | x | x | -13% | x | x

Screening results (PubChem)
